Source: PubChem BioAssay
PLC-beta3 inh: human PLC-beta3 inhibitors, primary screen, biochemical, fluorescence | 1-phosphatidylinositol 4,5-bisphosphate phosphodiesterase beta-3 (Homo sapiens), Q01970 | Purified PLC-beta3, fluorogenic substrate | inhibition, % at 12.2 µM | 0.18% of 370,000 active; in the data active = inhibition above about 11%;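 note: 0% = median of compound wells on plate and 100% = full blocker control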
Target sequence (Q01970 whole entry, looked up): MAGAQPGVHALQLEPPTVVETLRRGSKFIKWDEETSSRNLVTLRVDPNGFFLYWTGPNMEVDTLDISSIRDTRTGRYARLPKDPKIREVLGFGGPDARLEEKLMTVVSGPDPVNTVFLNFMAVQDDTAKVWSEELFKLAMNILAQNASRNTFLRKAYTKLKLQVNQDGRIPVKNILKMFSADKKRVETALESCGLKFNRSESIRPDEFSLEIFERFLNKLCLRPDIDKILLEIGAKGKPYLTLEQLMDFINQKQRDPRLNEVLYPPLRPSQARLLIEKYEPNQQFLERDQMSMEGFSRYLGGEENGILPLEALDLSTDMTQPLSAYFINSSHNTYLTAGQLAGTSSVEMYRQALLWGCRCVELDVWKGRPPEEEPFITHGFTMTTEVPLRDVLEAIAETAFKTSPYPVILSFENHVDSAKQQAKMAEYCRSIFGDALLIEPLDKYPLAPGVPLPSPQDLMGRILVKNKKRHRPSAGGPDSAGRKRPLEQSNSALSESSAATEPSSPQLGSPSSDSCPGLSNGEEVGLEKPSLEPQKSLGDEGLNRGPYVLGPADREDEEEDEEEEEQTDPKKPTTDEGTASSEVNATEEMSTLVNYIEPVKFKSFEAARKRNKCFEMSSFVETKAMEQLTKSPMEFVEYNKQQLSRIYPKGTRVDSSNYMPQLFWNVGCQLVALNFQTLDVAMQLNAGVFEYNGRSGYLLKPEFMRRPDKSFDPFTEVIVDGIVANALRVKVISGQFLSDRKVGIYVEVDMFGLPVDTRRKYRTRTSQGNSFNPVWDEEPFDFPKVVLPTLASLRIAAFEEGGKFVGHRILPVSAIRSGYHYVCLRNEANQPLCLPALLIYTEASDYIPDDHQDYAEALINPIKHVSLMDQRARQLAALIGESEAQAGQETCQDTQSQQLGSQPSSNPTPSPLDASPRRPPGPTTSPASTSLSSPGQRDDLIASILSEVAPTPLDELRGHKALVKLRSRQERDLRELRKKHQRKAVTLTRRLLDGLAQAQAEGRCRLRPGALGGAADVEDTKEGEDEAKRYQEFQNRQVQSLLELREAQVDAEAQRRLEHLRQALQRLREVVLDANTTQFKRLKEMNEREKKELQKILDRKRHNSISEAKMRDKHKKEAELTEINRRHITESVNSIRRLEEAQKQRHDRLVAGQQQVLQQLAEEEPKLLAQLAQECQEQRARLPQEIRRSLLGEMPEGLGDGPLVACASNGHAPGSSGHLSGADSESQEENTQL
PLC-gamma1 inh: PLC-gamma1 enzyme inhibitors, primary screen, biochemical, fluorescence, purified enzyme | 1-phosphatidylinositol 4,5-bisphosphate phosphodiesterase gamma-1 (Homo sapiens), P19174 | fluorogenic substrate | inhibition, % at 12.2 µM | 0.84% of 370,000 active | AID 720700, 2013; in the data active = inhibition above about 9.5%
proKLK7 act: proKLK7 zymogen activators, primary screen, biochemical, fluorescence intensity. activation, % at 7 µM. Kallikrein-7 (Homo sapiens), P49862. 0.9% of 370,000 active. AID 652039, 2013. purified proKLK7, EDANS-DABCYL substrate fluorescence; 100% is mature enzyme control, 0% vehicle;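 active = activation above the mean of all tested compounds plus 3 SD, computed per campaign excluding outliers beyond control limits, cut at about 13% in these data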
UHRF1 MBD2 ctr: UHRF1 methylated DNA binding inhibitors, primary screen, counter-screen for MBD2 inhibitor project, biochemical, TR-FRET, human UHRF1, single concentration. UHRF1 binding to methylated oligo. inhibition, % at 4.4 µM. 0.75% of 370,000 active; in the data active = inhibition above about 21%;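 note: UHRF1 SRA domain binding a hemimethylated CpG hairpin DNA probe; 0% = median of test compound wells and 100% = reference inhibitor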
Tn6 DDE FP: inhibitors of Tn6 peptide binding to fibrin DD(E), primary screen, biochemical, fluorescence polarization, human fibrin, Tn6 probe; AID 720509, 2013; Fibrinogen beta chain (Homo sapiens), P02675; inhibition, % at 8.3 µM; Fibrin DD(E) TRITC-Tn6 fluorescence polarization displacement; 0.21% of 370,000 active;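 active = inhibition above a per-campaign cutoff: mean of compounds within control limits plus 3 SD, cut at about 15% in these data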;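 note: 0% = median of all compound wells on the plate and 100% = blocking peptide control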
MBD2 DNA inh: inhibitors of MBD2 binding to methylated DNA, primary screen, biochemical, TR-FRET, DNA-binding domain, human | inhibition, % at 4.4 µM | Methyl-CpG-binding domain protein 2 (Homo sapiens), Q9UBB5 | AID 686964, 2013 | 0.31% of 370,000 active | MBD2 binding to methylated oligonucleotide; in the data active = inhibition above about 13%
ARFGAP1 inh: inhibitors of rat ARFGAP1 GAP activity, primary screen, biochemical, fluorescence polarization, GDP tracer. Arfgap1-stimulated ARF1 GTP hydrolysis, GDP FP detection. inhibition, % at 16.5 µM. 0.26% of 360,000 active;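 active = inhibition above a per-plate limit, mean inhibition of low control wells plus 3 SD, cut at about 25% in these data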;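 note: 0% = DMSO wells with enzyme and 100% = wells lacking Arfgap1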
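system = rat Arfgap1 catalytic domain, aa 1-136 | technique = FP, GDP Alexa 633 tracer displaced from anti-GDP antibody, 620/688 nm | compound = one concentration, 16.5 µM, DMSO 1.26% | medium = HEPES-based buffer, pH 7.5 | timing = compound-enzyme preincubation 20 min, reaction 120 min, detection 60 min, 25 °C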
ASAP1 inh: inhibitors of human ASAP1 ArfGAP activity, primary screen, biochemical, fluorescence polarization; AID 624377, 2012; 0.19% of 360,000 active; inhibition, % at 16.5 µM; Arf-GAP with SH3 domain, ANK repeat and PH domain-containing protein 1 (Homo sapiens), …; ASAP1-stimulated ARF1 GTP hydrolysis, GDP FP detection; in the data active = inhibition above about 25%;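 note: 0% = vehicle with enzyme and substrate and 100% = no enzyme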
ADAM17 inh: ADAM17 inhibitors, primary screen, biochemical, QFRET | Disintegrin and metalloproteinase domain-containing protein 17 (Homo sapiens), P78536 | recombinant ADAM17, EDANS/DABCYL FRET peptide cleavage | inhibition, % at 6.95 µM | 0.83% of 370,000 active;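 active = inhibition above the mean of compounds lying between control limits plus 3 SD, set per campaign, cut at about 8.5% in these data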;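 note: 0% = DMSO-only wells as the low control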
Tn7 DDE FP: inhibitors of Tn7 peptide binding to fibrin DD(E), primary screen, biochemical, fluorescence polarization, human fibrin, Tn7 probe; AID 720508, 2013; Fibrinogen beta chain (Homo sapiens), P02675; inhibition, % at 8.3 µM; FP displacement of FITC-Tn7 peptide from fibrin DD(E); 0% = median of compound wells per plate; 0.13% of 370,000 active;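 active = inhibition above the mean of compounds falling within the control limits plus 3 SD of them, cut at about 14% in these data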;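 note: 0% = plate median of compound wells and 100% = 10 µM Aha-Tn7 peptide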
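Test system – human fibrin DD(E) · Times – 10 min preincubation, 3 h with tracer, room temperature · Detection – fluorescence polarization of the labelled Tn7 tracer · Measure – percent inhibition normalized to high-control wells · Benchmarks – high control wells with 10 µM unlabelled Aha-Tn7 peptide (full inhibition) · Repeats – singlicate testing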
Numbers without * were called inactive; i = inactive; x = no result given.

SMILES	PLC-beta3 inh	PLC-gamma1 inh	proKLK7 act	UHRF1 MBD2 ctr	Tn6 DDE FP	MBD2 DNA inh	ARFGAP1 inh	ASAP1 inh	ADAM17 inh	Tn7 DDE FP
CC[C@H](C)[C@H]1CNC(=O)C(=O)N1CC1CCN(CCc2ccc(Cl)c(Cl)c2)CC1	1	0	0.2	-2	5	-3	13	-20	-1	9
Cc1ccccc1CN1CCSc2sccc2C1=O	-3	4	-0.3	-1	7	6	0	7	-2	1
O=C(CSc1ccc(Cl)cc1)OCC(=O)N1CCN(c2ccccc2)CC1	-9	-1	-0.5	-1	-6	-1	6	2	-2	1
OC(c1ccccc1)(c1ccccc1)C1CCN(CCCOc2ccc(-c3cccnc3)cc2)CC1	1	0	0.2	1	4	-2	7	5	-2	11
CCN(CC(=O)NCc1cccs1)S(=O)(=O)c1cc(NC(C)=O)ccc1OC	-10	9.6*	-0.6	15	-5	8	17	-1	-6	2
CCCNC(=O)COC(=O)c1c2c(nc3ccccc13)CCC2	-30	-16	0.6	3	3	-3	-2	7	-10	-8
CSc1cccc(CNC(=O)CC2C(=O)NCCN2CC(C)(C)C)c1 (configuration not stated)	-25	-24	1.2	0	1	7	17	-8	-14	-1
CCOC(=O)C1CCN(C(=O)c2cccc(S(=O)(=O)NCc3ccccc3)c2)CC1	-9	-3	0.2	19	-3	9	6	1	-4	6
COCCN(C(=O)CSCC(=O)Nc1cccc(C)c1)c1c(N)n(Cc2ccccc2)c(=O)[nH]c1=O	-8	2	-0.4	0	-6	2	0	10	-3	4
Cc1ccc(S(=O)(=O)N2CCN(C(=O)N(c3ccccc3)c3ccccc3)CC2)cc1	3	1	0.6	0	2	0	-5	4	-5	-1

The closing 4 entries of the part above come first, to join the parts.
SMILES	PLC-beta3 inh	PLC-gamma1 inh	proKLK7 act	UHRF1 MBD2 ctr	Tn6 DDE FP	MBD2 DNA inh	ARFGAP1 inh	ASAP1 inh	ADAM17 inh	Tn7 DDE FP
CSc1cccc(CNC(=O)CC2C(=O)NCCN2CC(C)(C)C)c1 (configuration not stated)	-25	-24	1.2	0	1	7	17	-8	-14	-1
CCOC(=O)C1CCN(C(=O)c2cccc(S(=O)(=O)NCc3ccccc3)c2)CC1	-9	-3	0.2	19	-3	9	6	1	-4	6
COCCN(C(=O)CSCC(=O)Nc1cccc(C)c1)c1c(N)n(Cc2ccccc2)c(=O)[nH]c1=O	-8	2	-0.4	0	-6	2	0	10	-3	4
Cc1ccc(S(=O)(=O)N2CCN(C(=O)N(c3ccccc3)c3ccccc3)CC2)cc1	3	1	0.6	0	2	0	-5	4	-5	-1
C=CC(=O)NC1CCCCN(C(C)C)C1=O (configuration not stated)	0	0	0.6	1	8	1	x	x	-3	5
O=C(CSc1nnc(NC(=O)C2CCCCC2)s1)NCc1ccco1	-5	0	0.7	1	2	0	-1	4	-2	-6
COc1cccc(C(=O)C(C#N)=C(SC)SC)c1	-6	-2	0.4	-2	7	-3	6	-8	-2	6
O=C(Cn1ncc2c(=O)oc3ccccc3c21)N(Cc1ccco1)C1CCCCC1	2	2	0.5	-1	-3	-1	6	3	-1	1
COc1ccccc1NC(=O)N(Cc1cccs1)Cc1cc2cc3c(cc2[nH]c1=O)OCO3	-7	-3	-0.3	6	-12	3	3	10	-34	-3
COc1cccc(NC(=S)N(CCN2CCCCC2)Cc2ccco2)c1	-1	1	0.7	-1	-1	-4	-1	-12	2	6
COC(=O)c1c(C)[nH]c(C(=O)NCCc2ccc(S(N)(=O)=O)cc2)c1C	-81	-49	1.3	-1	-2	0	-6	0	-14	7
Cc1ccc2cc(CNC[C@H]3O[C@@H](n4cc(C)c(=O)[nH]c4=O)C[C@@H]3O)c(N3CCOCC3)nc2c1	-20	-15	1.8	-2	7	-4	-5	-14	-13	-4
CCCc1cc(=O)n2[nH]c(C)c(-c3ccc(OC)cc3)c2n1	-15	-6	-1.2	0	-5	8	-6	2	-7	3
C=CC[C@H]1CC(Cc2ccccc2)=C[C@H](CC=C)N1	-13	-12	1.0	-1	4	-3	13	-2	3	2
COc1ccc(OC)c(CCNC(=O)c2sc3nc4n(c(=O)c3c2C)CCC4)c1	1	-1	0.4	-1	4	0	0	11	-4	-4
CCn1c(SCC(=O)Nc2ccccc2N2CCOCC2)nnc1-c1ccccc1O	4	3	-0.1	1	3	-7	-15	-2	1	-5
Cc1ccc(S(=O)(=O)NC(=O)c2ccc(Br)o2)c(C)c1	-3	-3	0.0	3	-4	2	5	5	-4	3
COc1ccc(CNC(=O)[C@H](C)NC(=O)C2CCN(C(=O)[C@@H](N)CCSC)CC2)cc1	10	3	-0.6	1	1	0	8	2	-1	-1
CC(NC(=O)CN(c1ccc(F)cc1)S(C)(=O)=O)c1ccccc1 (configuration not stated)	2	4	-0.1	1	0	4	-10	-10	0	-1
O=C(CSc1ncn[nH]1)NCCc1ccc(Cl)cc1Cl	-6	-1	0.1	2	1	-2	5	8	-2	3
CCN1CCSc2ccc(C(=O)NCc3ccccc3F)cc21	i	i	31*	-1	-1	-4	-2	10	i	-8
CC(C(=O)NCc1ccco1)n1cc(C(=O)c2ccco2)c2ccccc21 (configuration not stated)	-6	-6	0.1	-3	-7	3	2	-6	-1	2
N#Cc1cccc(NC(=O)COC(=O)c2ccccc2Sc2ccccc2C#N)c1	-2	1	-1.4	34*	-2	-4	24	10	3	2
C/C(=C1\SC(N2CCOCC2)=NC1=O)c1ccc(C)cc1	6	10*	0.3	2	-1	-3	15	-6	5	-3
COc1ccccc1OCC(=O)N(Cc1nc(-c2ccc(Cl)cc2)no1)C(C)C	0	1	0.8	0	4	-6	-8	4	2	6
O=C(/C=C/c1cccc([N+](=O)[O-])c1)N1CCN(c2ccc(F)cc2)CC1	4	3	0.3	1	-3	-3	11	-5	-3	2
CCCCCCSc1nsc(NC(=O)CCC)n1	-6	1	0.1	0	4	-1	-1	12	2	4
CC(C(=O)NCc1ccco1)n1ccc2cc(S(=O)(=O)N3CCCCC3)ccc21 (configuration not stated)	-4	-1	0.4	-4	-4	2	-5	9	-2	-2
O=C(OCc1ccccc1)N(CCCCN(CCCNCc1ccccc1)C(=O)OCc1ccccc1)CCCNCc1ccccc1	4	10.0*	0.4	-2	-7	1	-3	7	1	-1
CC1=C(C(=O)OC(C)C)C(c2ccccn2)n2ncnc2N1 (configuration not stated)	-1	-2	0.5	1	-1	3	-2	-6	-1	9
CCOc1cc(N2CCOCC2)c(OCC)cc1NC(=O)CN1CCC(Cc2ccccc2)CC1	-1	-1	0.0	20	5	2	6	-8	1	-3
CCc1ccccc1N=Nc1c(N)[nH]n(-c2ccccc2)c1=O	4	7	0.6	-10	-9	-9	x	x	3	6
N#Cc1cnn(-c2nc3sc4c(c3c(=O)[nH]2)CCCC4)c1N	-1	-2	-0.5	-4	-1	-1	3	-1	-8	-3
Cc1cc(Cl)ccc1NC(=O)CN1C(=O)C(=O)N(C2CCCC2)C1=O	-5	0	-0.3	-1	-6	2	4	12	-3	-10
COC(=O)c1c(C)oc(C)c1S(=O)(=O)NCc1ccco1	-4	2	-0.2	0	1	1	3	2	1	-5
Cc1ccc(C)c(CN2C(=O)COc3ccc(C(=O)c4ccccc4C(=O)O)cc32)c1	3	-5	0.7	0	6	-1	-2	0	3	0
Cc1nn(-c2ccc(F)cc2)c(Cl)c1/C=N/NC(=O)c1cccs1	-2	-1	0.1	-3	1	4	4	7	1	-4
Cc1ccc(C(=O)NNC(=O)c2ccccc2OCc2c(C)noc2C)cc1	2	-1	-0.8	0	-1	1	-5	12	0	-4
CCCNC(=O)CN(c1cccc(F)c1)S(C)(=O)=O	-2	6	0.0	4	-14	5	22	4	0	0
Cc1cc(=O)n(C)c(=O)n1CCCCCCOc1cccc([N+](=O)[O-])c1	0	1	0.3	1	5	0	5	3	0	-6
Cc1ccc(-n2ncc3ccccc3c2=O)cc1Cl	-5	-2	0.6	-1	9	-2	15	-4	-2	1
Cc1noc(NS(=O)(=O)c2ccc(NC(=O)c3cccc(S(=O)(=O)Nc4ccccc4F)c3)cc2)c1C	-4	1	0.2	-1	-10	-3	-8	9	-3	-3
COc1cc(C(=O)C(=O)c2ccc(O)c(OC)c2)ccc1O	-1	5	0.1	4	4	2	-12	4	0	3
CC1(C(=O)NS(=O)(=O)c2ccccc2)CCN1C(=O)C/C=C/c1ccccc1 (configuration not stated)	-6	1	-0.4	2	3	2	2	-8	-4	-4
CCSc1nnc(NC(=O)CCNS(=O)(=O)c2cc(Br)cnc2N)s1	0	0	-0.1	0	-11	3	2	22	-2	-5
COC(=O)CCCC[C@@H]1O[C@H](CCc2ccccc2)Cc2[nH]c(=S)[nH]c(=O)c21	-3	0	-0.3	-1	0	4	-5	1	1	5
Cc1c(N2C(=O)c3ccc(Br)cc3C2=O)c(=O)n(-c2ccccc2)n1C	1	-3	0.0	5	-3	8	12	-7	-4	5
O=C(Nc1nncs1)c1ccc(N2C(=O)C3C4C=CC(C4)C3C2=O)cc1 (configuration not stated)	0	2	0.8	-2	1	-4	-7	-13	-4	4
O=C(/C=C/c1cccnc1)c1ccccc1O	-13	-4	1.7	-1	-4	-2	5	6	-17	2
O=C(CCNS(=O)(=O)c1ccc(Br)cc1)NC1CCC(O)CC1 (configuration not stated)	-2	-1	-0.2	-2	-5	-3	1	-1	-3	-3
CCCCCCC(=O)NC1CCCCN(C)C1=O (configuration not stated)	5	2	0.4	0	6	1	-1	-6	0	2
Cc1onc(-c2ccc(Cl)cc2)c1-c1ccn(S(=O)(=O)c2ccccc2)n1	0	10*	0.1	5	-9	-4	x	x	14*	-1
Cc1nnc2ccc(-c3cccc(NS(=O)(=O)c4ccccc4Cl)c3)nn12	-11	-1	0.5	-1	2	3	-5	0	-3	5
CN1C(=O)c2cccc(NCCCN3C(=O)c4ccccc4C3=O)c2C1=O	-40	-30	0.3	0	7	-1	8	-7	-5	-7
O=C(NC1CC1)C1=C[C@@H](c2coc3ccccc3c2=O)C[C@@H](OCCCCO)O1	-6	-5	4.4	0	-4	3	11	6	-1	-5
Cc1cc(C)n2nc(C(=O)N/N=C/c3ccccc3C)nc2n1	-6	0	1.0	-1	0	1	11	7	-2	-6
